Compound activity (PubChem)
M. tuberculosis: growth inhibition of non-replicating M. tuberculosis (AID 488890); inhibition, % at 25 µM; hits with a dose series show IC50 in µM; 0.39% of 320,000 active; Mycobacterium tuberculosis non-replicating, growth inhibition; higher % means a stronger effect; in the data active = a potency from the dose series; inconclusive = inhibition mostly from about 82% at the one dose, without a potency; inactive = the rest, 99 in 100 with inhibition below about 76%;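 also: plate controls were DMSO cells for no effect and high antibiotic wells for full effect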
H37Rv inhibition: M. tuberculosis growth inhibition, HTS (AID 449762) | inhibition, % at 25 µM, or IC50 in µM where a hit was titrated | M. tuberculosis H37Rv growth inhibition, 7H9 media; higher % means a stronger effect | 0.59% of 330,000 active; in the data active = a potency from the dose series; inconclusive = inhibition above about 70% without an active follow-up result;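 also: bacterial growth assessed after seven days of incubation; strong numbers were not always called active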
influenza NS1A: H1N1 influenza NS1A inhibitors, functional cell based assay (AID 504329); NS1A functional cell-based assay, percent inhibition; higher % means a stronger effect; one-dose inhibition, % at 12.5 µM; IC50 in µM for titrated hits; 0.3% of 340,000 active; in the data active = a potency from the dose series; inconclusive = inhibition above about 27% without an active follow-up result; also: strong numbers were not always called active
inhibitors of VEEV: inhibitors of VEEV TC-83 cytopathic effect, confirmation, Vero cells (AID 588727) | 0.13% of 350,000 active | one-dose inhibition, % at 20 µM; IC50 in µM for titrated hits | Vero cells, VEEV TC-83 cytopathic effect inhibition; higher % means a stronger effect; in the data active = a potency from the dose series; inconclusive = inhibition mostly from about 14% at the one dose, without a potency; inactive = the rest, 99 in 100 with inhibition below about 12%; also: strong numbers were not always called active
Salmonella PhoP GFP: PhoP regulon inhibitors, Salmonella typhi PhoP promoter GFP reporter, confirmatory (AID 1850) | Salmonella Typhi PhoP-promoter GFP reporter, fluorescence, 4 h; higher % means a stronger effect | inhibition, % at 50 µM; hits with a dose series show IC50 in µM | 0.33% of 310,000 active; in the data active = a potency from the dose series; inconclusive = inhibition mostly from about 25% at the one dose, without a potency; inactive = the rest, 99 in 100 with inhibition below about 19%;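 also: 0% = induced wells with vehicle and 100% = uninduced wells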
The depositor's hits bear a star.

For COc1cccc(COCCN2CCN(S(=O)(=O)c3ccc(C)cc3)CCC2=O)c1 the results were M. tuberculosis 6%, H37Rv inhibition 2%, influenza NS1A -2%, inhibitors of VEEV inactive and Salmonella PhoP GFP -5%.
`COC(=O)Cn1c(O)c(N=NC(=O)CNC(=O)c2ccc3c(c2)OCCO3)c2ccccc21` gave M. tuberculosis -5%, H37Rv inhibition 1%, influenza NS1A 7%, inhibitors of VEEV 0.2% and Salmonella PhoP GFP 3%.
For COc1cc(OC)nc(NC(=O)CN2CCN(c3ccc(F)cc3)CC2)n1 the results were M. tuberculosis 5%, H37Rv inhibition 1%, influenza NS1A -1%, inhibitors of VEEV inactive and Salmonella PhoP GFP 5%.
`Cc1ccc(C(=O)CSc2nccn2-c2ccccc2)cc1` gave M. tuberculosis 57%, H37Rv inhibition 10%, influenza NS1A -5%, inhibitors of VEEV 2.0% and Salmonella PhoP GFP 2%.
CC(C)n1c(O)c(N=NC(=O)Cn2ccc(C(F)(F)F)n2)c2ccccc21 was read as M. tuberculosis 7%, H37Rv inhibition 0%, influenza NS1A -8%, inhibitors of VEEV inactive and Salmonella PhoP GFP -10%.
For c1cncc(CNc2ccc3c(c2)OCO3)c1 the results were M. tuberculosis 8%, H37Rv inhibition 8%, influenza NS1A 4%, inhibitors of VEEV 1.7% and Salmonella PhoP GFP 0%.
For O=C1NCCOC(=O)[C@H](Cc2ccc(F)cc2)C/C=C\C[C@H]1CC(=O)N(CCO)Cc1ccccc1 the results were M. tuberculosis 18%, H37Rv inhibition 0%, influenza NS1A -10% and inhibitors of VEEV 1.4%.
`O=C(OCC1OC(n2ccc(=O)[nH]c2=O)C(Cl)C1O)c1ccccc1` (stereo unspecified) gave M. tuberculosis -9%, H37Rv inhibition -4%, influenza NS1A 21%, inhibitors of VEEV inactive and Salmonella PhoP GFP 2%.
For CCn1cc(C(=O)N2CCCC(C(=O)c3ccc4ccccc4c3)C2)cn1 (stereo unspecified) the results were M. tuberculosis 18%, H37Rv inhibition -2%, influenza NS1A -3%, inhibitors of VEEV inactive and Salmonella PhoP GFP -5%.
`COc1ccc(Cl)cc1C(=O)Nc1ccc2c(c1)OCO2` gave M. tuberculosis 50%, H37Rv inhibition 37%, influenza NS1A 4%, inhibitors of VEEV 7.8% and Salmonella PhoP GFP -3%.
For CCOC(=O)C1(CC2CC2)CCN(Cc2cnc(-c3ccc(OC)cc3)nc2)CC1 the results were M. tuberculosis 35%, H37Rv inhibition 6%, influenza NS1A 5%, inhibitors of VEEV 0.1% and Salmonella PhoP GFP -8%.
`Oc1[nH]c2ccc(Br)cc2c1N=NC(=S)N1CCOCC1` gave M. tuberculosis inconclusive, H37Rv inhibition 7%, influenza NS1A 20µM*, inhibitors of VEEV 5.1% and Salmonella PhoP GFP 37µM*.

Entries above containing a carbonyl joined to an NH by a bond outside any ring:
`COC(=O)Cn1c(O)c(N=NC(=O)CNC(=O)c2ccc3c(c2)OCCO3)c2ccccc21` gave M. tuberculosis -5%, H37Rv inhibition 1%, influenza NS1A 7%, inhibitors of VEEV 0.2% and Salmonella PhoP GFP 3%.
For COc1cc(OC)nc(NC(=O)CN2CCN(c3ccc(F)cc3)CC2)n1 the results were M. tuberculosis 5%, H37Rv inhibition 1%, influenza NS1A -1%, inhibitors of VEEV inactive and Salmonella PhoP GFP 5%.
`COc1ccc(Cl)cc1C(=O)Nc1ccc2c(c1)OCO2` gave M. tuberculosis 50%, H37Rv inhibition 37%, influenza NS1A 4%, inhibitors of VEEV 7.8% and Salmonella PhoP GFP -3%.

Next part
For COc1ccc(-c2cc(C)nc(SCc3cccc(C(=O)O)c3)n2)cc1 the results were M. tuberculosis 27%, H37Rv inhibition 6%, influenza NS1A 2%, inhibitors of VEEV 5.4% and Salmonella PhoP GFP -6%.
For COc1ccc(C2C(C(=O)NCc3ccccn3)c3ccccc3C(=O)N2C)cc1OC (stereo unspecified) the results were M. tuberculosis -7%, H37Rv inhibition -4%, influenza NS1A 8%, inhibitors of VEEV 0.9% and Salmonella PhoP GFP -12%.
O=C(OCCN1CCCCC1)C1(c2ccccc2)CCCC1 was read as M. tuberculosis -10%, H37Rv inhibition -3%, influenza NS1A 1%, inhibitors of VEEV 1.1% and Salmonella PhoP GFP -11%.
`N#Cc1cc([N+](=O)[O-])ccc1NC(=O)COC(=O)C1CCC(=O)N1` (stereo unspecified) gave M. tuberculosis 0%, H37Rv inhibition -4%, influenza NS1A 4% and inhibitors of VEEV 2.2%.
c1cncc(-c2nc(NCC3CCCO3)c3ccccc3n2)c1 (stereo unspecified) was read as M. tuberculosis 11%, H37Rv inhibition 6%, influenza NS1A -5%, inhibitors of VEEV 8.8% and Salmonella PhoP GFP 8%.
For Cc1ccc(S(=O)(=O)N2CCC(C(=O)N3CCC3)CC2)cc1 the results were M. tuberculosis -9%, H37Rv inhibition -23%, influenza NS1A 5%, inhibitors of VEEV 2.5% and Salmonella PhoP GFP -9%.
For COc1cc(C(=O)Nc2nnc(C3CC3)s2)ccc1OCc1c(C)noc1C the results were M. tuberculosis -10%, H37Rv inhibition 2%, influenza NS1A -9%, inhibitors of VEEV 2.6% and Salmonella PhoP GFP 4%.
CC(=O)NC(CC(=O)OCC(=O)c1c(N)n(C)c(=O)n(C)c1=O)c1ccccc1 (stereo unspecified) was read as M. tuberculosis 4%, H37Rv inhibition 0%, influenza NS1A -4%, inhibitors of VEEV 7.1% and Salmonella PhoP GFP -5%.
For Oc1ccc2ccccc2c1N=Nc1ccc(F)cc1 the results were M. tuberculosis -5%, H37Rv inhibition -2%, influenza NS1A 16µM*, inhibitors of VEEV 0.8% and Salmonella PhoP GFP 7%.
`CCSc1nnc([C@@H](N)Cc2c[nH]c3ccccc23)o1` gave M. tuberculosis 19%, H37Rv inhibition 5%, influenza NS1A -2%, inhibitors of VEEV inactive and Salmonella PhoP GFP 2%.
COC(=O)c1ccc(NC(=O)C2CC(=O)OC2c2ccccc2)cc1 (stereo unspecified) was read as M. tuberculosis 3%, H37Rv inhibition 4%, influenza NS1A 0%, inhibitors of VEEV inactive and Salmonella PhoP GFP 0%.
COc1ccc(C2CC(=O)Oc3cc(O)cc(O)c32)cc1 (stereo unspecified) was read as M. tuberculosis -16%, H37Rv inhibition -6%, influenza NS1A 10%, inhibitors of VEEV inactive and Salmonella PhoP GFP 7%.
For CC(C)CC(=O)NC(=S)Nc1ccc(S(=O)(=O)NC(C)(C)C)cc1 the results were M. tuberculosis 31%, H37Rv inhibition 7%, influenza NS1A 6%, inhibitors of VEEV 0.7% and Salmonella PhoP GFP -5%.
Screening CC(C)(C)c1ccc(NC(=O)c2ccc3c(c2)S(=O)(=O)c2ccccc2C3=O)cc1 returned M. tuberculosis -3%, H37Rv inhibition 5%, influenza NS1A -4%, inhibitors of VEEV 1.1% and Salmonella PhoP GFP -8%.
Screening CCS(=O)(=O)c1ccc(OC)c(N=Nc2ccc(O)c3ncccc23)c1 returned M. tuberculosis -9%, H37Rv inhibition 23%, influenza NS1A 9%, inhibitors of VEEV 11% and Salmonella PhoP GFP 10%.
CCn1ccc(C(=O)Nc2ccsc2C(=O)OC)n1 was read as M. tuberculosis 13%, H37Rv inhibition 1%, influenza NS1A 1%, inhibitors of VEEV 8.8% and Salmonella PhoP GFP -5%.
Screening O=C(NC1CCCC1)C(c1ccncc1)N(C(=O)c1ccco1)c1ccccc1 (stereo unspecified) returned M. tuberculosis 7%, H37Rv inhibition 2%, influenza NS1A -2%, inhibitors of VEEV inactive and Salmonella PhoP GFP -1%.
For C=CC[C@H](CC(=O)N(CCO)Cc1ccccc1)C(=O)N[C@H](COC(=O)[C@@H](CC=C)CC(=O)OC(C)(C)C)c1ccccc1 the results were M. tuberculosis 40%, H37Rv inhibition 11%, influenza NS1A -5% and inhibitors of VEEV 8.5%.
COCCNC(=O)C(c1cccs1)N(C(=O)Cn1nnc2ccccc21)c1cccc(C(C)=O)c1 (stereo unspecified) was read as M. tuberculosis 0%, H37Rv inhibition 0%, influenza NS1A 4%, inhibitors of VEEV 0.5% and Salmonella PhoP GFP 8%.
For O=C(CSc1nncs1)NC(=O)NCc1ccco1 the results were M. tuberculosis 9%, H37Rv inhibition 4%, influenza NS1A 3%, inhibitors of VEEV 0.9% and Salmonella PhoP GFP 17%.
Nc1ccc2c(c1)Cc1cc(Cl)c(Cl)cc1-2 was read as influenza NS1A 10% and inhibitors of VEEV 3.0%.
CC(C)(C)n1nnnc1C(c1cccs1)N(Cc1cccnc1)Cc1ccco1 (stereo unspecified) was read as M. tuberculosis 29%, H37Rv inhibition -6%, influenza NS1A -4%, inhibitors of VEEV 5.0% and Salmonella PhoP GFP -13%.
`Cc1ccc(Cl)cc1N1CCN(C(=O)CN2C(=O)c3cccc4cccc2c34)CC1` gave M. tuberculosis -12%, H37Rv inhibition -2%, influenza NS1A 8%, inhibitors of VEEV inactive and Salmonella PhoP GFP -10%.
Screening NC(=O)Nc1ccc(C(=O)OCC(=O)Nc2cccc(S(=O)(=O)NC3=NCCCCC3)c2)cc1 returned M. tuberculosis -3%, H37Rv inhibition -12%, influenza NS1A 3%, inhibitors of VEEV 0.5% and Salmonella PhoP GFP 14%.

Looked up one by one from above, 4 records:
CC(C)(C)n1nnnc1C(c1cccs1)N(Cc1cccnc1)Cc1ccco1 (stereo unspecified) was read as M. tuberculosis 29%, H37Rv inhibition -6%, influenza NS1A -4%, inhibitors of VEEV 5.0% and Salmonella PhoP GFP -13%.
CCn1ccc(C(=O)Nc2ccsc2C(=O)OC)n1 was read as M. tuberculosis 13%, H37Rv inhibition 1%, influenza NS1A 1%, inhibitors of VEEV 8.8% and Salmonella PhoP GFP -5%.
For CC(C)CC(=O)NC(=S)Nc1ccc(S(=O)(=O)NC(C)(C)C)cc1 the results were M. tuberculosis 31%, H37Rv inhibition 7%, influenza NS1A 6%, inhibitors of VEEV 0.7% and Salmonella PhoP GFP -5%.
For C=CC[C@H](CC(=O)N(CCO)Cc1ccccc1)C(=O)N[C@H](COC(=O)[C@@H](CC=C)CC(=O)OC(C)(C)C)c1ccccc1 the results were M. tuberculosis 40%, H37Rv inhibition 11%, influenza NS1A -5% and inhibitors of VEEV 8.5%.

(cont.)
CCOc1ccc(C2=CSC3=NCCN23)cc1 was read as M. tuberculosis 58%, H37Rv inhibition inconclusive, influenza NS1A 6%, inhibitors of VEEV 0.4% and Salmonella PhoP GFP -9%.
`O=C(COC(=O)CCC(=O)c1cccs1)Nc1cccc(S(=O)(=O)N2CCOCC2)c1` gave H37Rv inhibition -10%, influenza NS1A 7%, inhibitors of VEEV 0.8% and Salmonella PhoP GFP -9%.
Screening Cc1cc(N2CCN(S(=O)(=O)c3ccc(Cl)cc3)CC2)c2ccccc2n1 returned M. tuberculosis 41%, H37Rv inhibition inconclusive, influenza NS1A -2%, inhibitors of VEEV 0.6% and Salmonella PhoP GFP -7%.
`Cc1cc(-c2ccc(C)c(S(=O)(=O)N3CCN(C(=O)c4ccco4)CC3)c2)on1` gave M. tuberculosis 9%, H37Rv inhibition -4%, influenza NS1A -5%, inhibitors of VEEV 4.1% and Salmonella PhoP GFP 0%.
`CCc1nc(SCC(=O)NCc2ccccc2)c2c(=O)n(C)c(=O)n(C)c2n1` gave M. tuberculosis -6%, H37Rv inhibition -2%, influenza NS1A -7%, inhibitors of VEEV 5.9% and Salmonella PhoP GFP -4%.
`CS(=O)(=O)NNP(=O)(NNS(C)(=O)=O)NC(=O)c1ccc(Br)cc1` gave M. tuberculosis -8%, H37Rv inhibition 0%, influenza NS1A -2%, inhibitors of VEEV 0.6% and Salmonella PhoP GFP 1%.
Screening CC(=O)c1cnc2scnn2c1=O returned M. tuberculosis 60%, H37Rv inhibition 10%, influenza NS1A -4%, inhibitors of VEEV 1.7% and Salmonella PhoP GFP 8%.
`COc1ccc(-c2[nH]ncc2[C@@H]2C[C@H]3CN(Cc4ccccc4C)C(=O)[C@]34CCCN24)cc1` gave M. tuberculosis 18%, H37Rv inhibition 5%, influenza NS1A 5%, inhibitors of VEEV inactive and Salmonella PhoP GFP 3%.
O=C(CC(C(=O)N1CCc2ccccc21)n1ccnc1)NCC1CCCO1 (stereo unspecified) was read as M. tuberculosis -18%, H37Rv inhibition -12%, influenza NS1A -4%, inhibitors of VEEV inactive and Salmonella PhoP GFP -3%.
Screening COc1ccc(CC(=O)NCCc2ccc(S(N)(=O)=O)cc2)cc1 returned M. tuberculosis -3%, H37Rv inhibition 8%, influenza NS1A -3%, inhibitors of VEEV 2.5% and Salmonella PhoP GFP 1%.
`NC(=S)N/N=C/c1ccc(-c2ccc(Cl)c(Cl)c2)o1` gave M. tuberculosis inconclusive, H37Rv inhibition inconclusive, influenza NS1A 4%, inhibitors of VEEV 7.8% and Salmonella PhoP GFP 4%.
